Compound activity as filed in PubChem.
CRFBP-R2 block – CRF-BP/CRF-R2 complex antagonism; 0.59% of 350,000 active; HEK293 CRF-R2/CRF-BP, CRF-induced calcium fluorescence; AID 588475; inhibition, % at 11.8 µM;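 active = inhibition of the ligand-induced calcium signal above about 50% at the single tested concentration, limit read from the data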
IDE act – activators of human insulin-degrading enzyme in cells; P14735; HEK cells, FAbeta-B cleavage, fluorescence polarization; 0% vehicle, 100% cell-free pure enzyme wells; activation, % at 5.96 µM; 0.073% of 340,000 active;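 active = activation above the mean of all tested compounds plus 3 SD, set per screening campaign, cut at about 17% in these data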
GalR3 antag – blocks the human galanin receptor 3. AID 651719. 0.44% of 360,000 active. HEK293 GalR3-CNG cAMP membrane potential fluorescence; galR3 body fused to GalR1 C-terminus. inhibition, % at 3 µM;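 active = inhibition above the screen-wide average plus 3 SD, cut at about 13% in these data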;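 also: forskolin and galanin both at EC90 stimulate the cells; cAMP rise reported by CNG channel membrane potential dye signal; 0% = forskolin plus galanin with DMSO and 100% = forskolin alone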
An asterisk follows results filed as active; & = joins results of further samples. These rows are one share of the data; rates above refer to the full screens.

For COC(=O)C1C(C(=O)O)C2(Cl)C(Cl)=C(Cl)C1(Cl)C2(Cl)Cl (configuration not stated) the results were CRFBP-R2 block 8.4, IDE act 2.0 and GalR3 antag -2.1.
`O=C1c2ccccc2-c2cc3ccccc3cc21` gave CRFBP-R2 block -18.6, IDE act -9.1 and GalR3 antag -0.7.
Screening CC(CN1CCOCC1)C(C#N)(c1ccccc1)c1ccccc1 (configuration not stated) returned CRFBP-R2 block 4.0, IDE act -4.5 and GalR3 antag -4.5.
Cc1cccc(CC(c2cccc(C)c2)N(C)C)c1 (configuration not stated) was read as CRFBP-R2 block -5.3, IDE act 4.7 and GalR3 antag 1.5.
Screening Nc1ccc(Sc2ccc(N)cc2)cc1 returned CRFBP-R2 block 12.8, IDE act -1.8 and GalR3 antag -6.2.
CNC(=O)Oc1ccccc1OC(C)C was read as CRFBP-R2 block -9.5, IDE act 3.2 and GalR3 antag -3.2.
Screening C=C(C)C1(CCCC)C(=O)NC(=S)NC1=O returned CRFBP-R2 block -1.9, IDE act -3.0 and GalR3 antag -0.3.
C[C@]12CCC3C(CC[C@H]4[C@H](O)[C@H](O)CC[C@]34C)C1CC[C@@H]2O (some centres not stated) was read as CRFBP-R2 block -6.1, IDE act -0.1 and GalR3 antag -8.0.
Screening O=C(Cc1cc(=O)oc2cc(O)ccc12)NN=Cc1ccc(N(CCCl)CCCl)cc1 returned CRFBP-R2 block 5.6, IDE act 5.9 and GalR3 antag 16.0*.
For CN1Cc2cnnn2-c2ccccc2C1c1ccccc1 (configuration not stated) the results were CRFBP-R2 block 4.6, IDE act -7.8 and GalR3 antag -5.7.
Nc1ccc(Br)cc1 was read as CRFBP-R2 block -2.4, IDE act 1.7 and GalR3 antag -4.3.
Screening CN1C(=O)C(C2CCCCC2)C(=O)N(C)C1=O returned CRFBP-R2 block 8.2, IDE act -2.5 and GalR3 antag -0.6.
`Nc1cccc2c1Cc1cc([N+](=O)[O-])ccc1-2` gave CRFBP-R2 block -86.2, IDE act 2.9 and GalR3 antag 1.3.
`C[C@]12CCC3C(CC[C@H]4C[C@H](O)[C@H](O)C[C@]34C)C1CC[C@@H]2O` (some centres not stated) gave CRFBP-R2 block -19.3, IDE act -1.6 and GalR3 antag 4.5.
`CN1CC[C@@]2(C)c3cc(O)ccc3N(C)[C@@H]12` gave CRFBP-R2 block -17.7&29.2, IDE act 2.4&1.1 and GalR3 antag -2.5.
Screening C=CCCC1(C(C)C)C(=O)NC(=S)NC1=O returned CRFBP-R2 block 32.5, IDE act 0.3 and GalR3 antag -2.2.
COC1C(O)C(C)OC(OC2CCC3(C)C(CCC4C3C(O)CC3(C)C(C5=CC(=O)OC5)CCC43O)C2)C1O (configuration not stated) was read as CRFBP-R2 block 6.7, IDE act 4.0 and GalR3 antag 27.7*.
`O=[N+]([O-])c1cccc(NP(=O)(N2CC2)N2CC2)c1` gave CRFBP-R2 block 13.2, IDE act -2.4 and GalR3 antag 5.5.
For N#CC1C(C#N)C2CCC1C1C2N1c1ccccc1 (configuration not stated) the results were CRFBP-R2 block -6.8, IDE act 4.6 and GalR3 antag -3.1.
`CC=C(C)C(=O)OC1CCN2CC=C(COC(=O)C(O)(C(C)OC)C(C)(C)O)C12` (configuration not stated) gave CRFBP-R2 block -0.2, IDE act 6.0 and GalR3 antag -6.0.
`COC1C(O)C(C)OC(OC2CCC3(C=O)C(CCC4C3CCC3(C)C(C5=CC(=O)OC5)CCC43O)C2)C1O` (configuration not stated) gave CRFBP-R2 block 16.5, IDE act 5.8 and GalR3 antag 43.0*.
`CC12C(C(=O)O)C1(c1ccccc1)C2C(=O)O` (configuration not stated) gave CRFBP-R2 block -8.7, IDE act 0.2 and GalR3 antag -4.9.
`O=C1NC(=O)C(Nc2ccccc2)C(=O)N1` gave CRFBP-R2 block 4.0, IDE act 3.4 and GalR3 antag -3.1.
Screening COc1ccc(C(=O)N2Cc3cnnn3-c3ccccc3C2C#N)cc1 (configuration not stated) returned CRFBP-R2 block -6.5, IDE act 3.6 and GalR3 antag -0.2.
CCOC(=O)[C@]12Cc3ccccc3[C@H]1N(Cc1ccccc1)C(=O)c1ccccc12 was read as CRFBP-R2 block 7.1, IDE act -0.1 and GalR3 antag -1.6.
CCC1CN1P(=O)(c1ccccc1)N1CC1CC (configuration not stated) was read as CRFBP-R2 block -15.0, IDE act 1.6 and GalR3 antag -8.0.
For CC12CCC(=O)C=C1CC(O)C1C2CCC2(C)C1CCC2(C)O (configuration not stated) the results were CRFBP-R2 block -21.4, IDE act 2.5 and GalR3 antag -5.2.
`COc1ccccc1N1CCN(CCc2c[nH]c3cc4c(cc23)OCO4)CC1` gave CRFBP-R2 block -20.9, IDE act -6.6 and GalR3 antag -5.2.
CC(CC(C#N)(c1ccccc1)c1ccccc1)N1CCCCC1 (configuration not stated) was read as CRFBP-R2 block 0.4, IDE act 8.6 and GalR3 antag -4.1.
For O=C1NC(=O)C(=Cc2ccccc2[N+](=O)[O-])C(=O)N1 the results were CRFBP-R2 block -17.0, IDE act -1.6 and GalR3 antag -8.0.
`COc1cc2c(ccc3c4cc(OC)c(OC)cc4c[n+](C)c23)cc1O` gave CRFBP-R2 block 4.9, IDE act -0.8 and GalR3 antag -3.4.
For C=CCCC1(CC)C(=O)NC(=S)NC1=O the results were CRFBP-R2 block 25.7, IDE act -5.0 and GalR3 antag -6.1.
C=C1C(=O)OC2C1CCC(C)C1(O)C=CC(=O)C21C (configuration not stated) was read as CRFBP-R2 block 1.0, IDE act -1.8 and GalR3 antag 5.7.
Screening Cc1cc(C)c(C)c(C(O)(C(=O)O)c2ccccc2)c1C (configuration not stated) returned CRFBP-R2 block 9.7, IDE act 3.2 and GalR3 antag -2.5.
Screening Cc1cc(C)c2c(c1)NP(=S)(c1ccccc1)N2 (configuration not stated) returned CRFBP-R2 block -11.7, IDE act -9.2 and GalR3 antag -5.5.
Screening CC1CN1P(=O)(Oc1ccc2ccccc2c1)N1CC1C (configuration not stated) returned CRFBP-R2 block -5.0, IDE act -0.5 and GalR3 antag -5.4.
C=C(C)[C@@H]1[C@H]2OC(=O)[C@H]1[C@]1(O)C[C@H]3O[C@]34C(=O)O[C@H]2[C@]14C was read as CRFBP-R2 block 3.5, IDE act -1.7 and GalR3 antag -3.8.
`COc1ccc(C(O)(c2ccccc2)c2ccncc2)cc1` (configuration not stated) gave CRFBP-R2 block 25.6, IDE act -3.6 and GalR3 antag 1.6.
Oc1cc(Cl)c(Cl)c(Cl)c1 was read as CRFBP-R2 block 55.1*, IDE act 1.3 and GalR3 antag -0.3.
c1ccc2c(c1)CNCc1cnnn1-2 was read as CRFBP-R2 block 10.7, IDE act -0.4 and GalR3 antag -5.5.
NP(=O)(Oc1ccccc1)c1ccccc1 (configuration not stated) was read as CRFBP-R2 block 26.1, IDE act 1.4 and GalR3 antag -7.0.
`CC1OC(OC2C=C3CCC4C(CCC5(C)C(c6ccc(=O)oc6)CCC45O)C3(C)CC2)C(O)C(OC2OC(CO)C(O)C(O)C2O)C1O` (configuration not stated) gave CRFBP-R2 block 16.7, IDE act -3.9 and GalR3 antag 13.9*.
For CC(=O)Nc1ccc(S(=O)(=O)N2Cc3cnnn3-c3ccccc3C2C#N)cc1 (configuration not stated) the results were CRFBP-R2 block 3.7, IDE act -10.5 and GalR3 antag 3.1.
`COc1c(O)cc2c(c1OC)-c1ccc(OC)c(=O)cc1C(NC(C)=O)CC2` (configuration not stated) gave CRFBP-R2 block 20.1, IDE act 5.3 and GalR3 antag -4.4.
Screening C#C[C@]1(O)CCC2C3C(=O)C=C4C(Cl)=CCC[C@]4(C)C3CC[C@@]21C (some centres not stated) returned CRFBP-R2 block -12.5, IDE act -1.0 and GalR3 antag -6.6.

Not a retest: entries from further up.
C=C1C(=O)OC2C1CCC(C)C1(O)C=CC(=O)C21C (configuration not stated) was read as CRFBP-R2 block 1.0, IDE act -1.8 and GalR3 antag 5.7.
Screening Cc1cc(C)c(C)c(C(O)(C(=O)O)c2ccccc2)c1C (configuration not stated) returned CRFBP-R2 block 9.7, IDE act 3.2 and GalR3 antag -2.5.
Screening Cc1cc(C)c2c(c1)NP(=S)(c1ccccc1)N2 (configuration not stated) returned CRFBP-R2 block -11.7, IDE act -9.2 and GalR3 antag -5.5.
Screening CC1CN1P(=O)(Oc1ccc2ccccc2c1)N1CC1C (configuration not stated) returned CRFBP-R2 block -5.0, IDE act -0.5 and GalR3 antag -5.4.
C=C(C)[C@@H]1[C@H]2OC(=O)[C@H]1[C@]1(O)C[C@H]3O[C@]34C(=O)O[C@H]2[C@]14C was read as CRFBP-R2 block 3.5, IDE act -1.7 and GalR3 antag -3.8.
`COc1ccc(C(O)(c2ccccc2)c2ccncc2)cc1` (configuration not stated) gave CRFBP-R2 block 25.6, IDE act -3.6 and GalR3 antag 1.6.
Oc1cc(Cl)c(Cl)c(Cl)c1 was read as CRFBP-R2 block 55.1*, IDE act 1.3 and GalR3 antag -0.3.
c1ccc2c(c1)CNCc1cnnn1-2 was read as CRFBP-R2 block 10.7, IDE act -0.4 and GalR3 antag -5.5.
NP(=O)(Oc1ccccc1)c1ccccc1 (configuration not stated) was read as CRFBP-R2 block 26.1, IDE act 1.4 and GalR3 antag -7.0.
`CC1OC(OC2C=C3CCC4C(CCC5(C)C(c6ccc(=O)oc6)CCC45O)C3(C)CC2)C(O)C(OC2OC(CO)C(O)C(O)C2O)C1O` (configuration not stated) gave CRFBP-R2 block 16.7, IDE act -3.9 and GalR3 antag 13.9*.
For CC(=O)Nc1ccc(S(=O)(=O)N2Cc3cnnn3-c3ccccc3C2C#N)cc1 (configuration not stated) the results were CRFBP-R2 block 3.7, IDE act -10.5 and GalR3 antag 3.1.
`COc1c(O)cc2c(c1OC)-c1ccc(OC)c(=O)cc1C(NC(C)=O)CC2` (configuration not stated) gave CRFBP-R2 block 20.1, IDE act 5.3 and GalR3 antag -4.4.
Screening C#C[C@]1(O)CCC2C3C(=O)C=C4C(Cl)=CCC[C@]4(C)C3CC[C@@]21C (some centres not stated) returned CRFBP-R2 block -12.5, IDE act -1.0 and GalR3 antag -6.6.

The listing continues:
CC1CCN(C(CC(=O)c2ccccc2)C(=O)c2ccccc2)CC1 (configuration not stated) was read as CRFBP-R2 block -38.1, IDE act -26.1 and GalR3 antag -3.8.
For CC12CCC3c4ccc(OC(=O)N(CCCl)CCCl)cc4CCC3C1CCC2O (configuration not stated) the results were CRFBP-R2 block -21.2, IDE act 3.6 and GalR3 antag -3.5.
Screening CC1=NNC(=O)C1Br (configuration not stated) returned CRFBP-R2 block 8.9, IDE act -3.7 and GalR3 antag -3.4.
`CCOC(=O)c1cnc(SCc2ccc(Cl)c(Cl)c2)nc1N1CC1` gave CRFBP-R2 block -0.6, IDE act -0.9 and GalR3 antag 3.7.
Screening CCOC(=O)CC1c2ccccc2-n2nncc2CN1Cc1ccc(OC)cc1 (configuration not stated) returned CRFBP-R2 block 2.6, IDE act 2.4 and GalR3 antag -3.0.
Screening COc1cc(C(=O)NN=Cc2ccc(N(CCCl)CCCl)cc2)cc(OC)c1OC returned CRFBP-R2 block -12.9, IDE act -4.9 and GalR3 antag 0.0.
`CC(=O)OC1C(=O)OCC23CCC4(C)OC4C2OC2CC(OC(=O)C=CC=CC(=O)OCCC1C)C3(C)C21CO1` (configuration not stated) gave CRFBP-R2 block 18.4, IDE act -6.8 and GalR3 antag -0.5.
For O=S(=O)(O)C(=Cc1ccccc1)c1ccccc1 (tested in a mixture with another compound) the results were CRFBP-R2 block 18.2, IDE act -0.8 and GalR3 antag -8.1.
CC12CCC3c4ccc(OP(=O)(N5CC5)N5CC5)cc4CCC3C1CCC2=O (configuration not stated) was read as CRFBP-R2 block -12.2, IDE act 5.0 and GalR3 antag 1.7.
CCOCC1(CCc2ccccc2)C(=O)NC(=S)NC1=O was read as CRFBP-R2 block -10.6, IDE act 0.9 and GalR3 antag -0.1.
For CCOC(=O)[C@]12Cc3cc(C)ccc3[C@H]1N(Cc1ccccc1)C(=O)c1ccccc12 the results were CRFBP-R2 block -29.1, IDE act 1.6 and GalR3 antag -11.8.
COc1cc(/C=C2\C[C@H]3[C@@H]4CC=C5C[C@@H](N6CCCC6)CC[C@]5(C)[C@H]4CC[C@]3(C)[C@H]2O)cc(OC)c1OC was read as CRFBP-R2 block 3.5, IDE act -0.9 and GalR3 antag 0.1.
For CS(=O)(=O)N1Cc2ccccc2-n2nncc2C1 the results were CRFBP-R2 block 7.8, IDE act 0.8 and GalR3 antag -4.6.
`Cc1ccc(S(=O)(=O)N2Cc3ccccc3-n3nncc3C2)cc1` gave CRFBP-R2 block 0.6, IDE act 1.2 and GalR3 antag -3.7.
COc1cc(C2c3cc4c(cc3CC3COC(=O)C32)OCO4)cc(OC)c1O (configuration not stated) was read as CRFBP-R2 block 18.5, IDE act 5.1 and GalR3 antag 0.5.
Oc1cc(Cl)c(Cl)c(Cl)c1Cl was read as CRFBP-R2 block 30.1, IDE act 6.5 and GalR3 antag -6.4.
`CCC1C2Cc3ccc(O)cc3C1(CC)CCN2C` (configuration not stated) gave CRFBP-R2 block 16.6, IDE act 4.6 and GalR3 antag -1.2.
`CC(=O)OC1CC2(O)C3CCC4CC(O)CCC4(C)C3CCC2(C)C1C1=CC(=O)OC1` (configuration not stated) gave CRFBP-R2 block 0.5, IDE act 2.5 and GalR3 antag 21.3*.
`Nc1ccc(Cl)c(Cl)c1` gave CRFBP-R2 block 6.8, IDE act -3.5 and GalR3 antag -3.0.
For CC1=C(C)CC2(CC1)C(=O)NC(=O)NC2=O the results were CRFBP-R2 block 2.6, IDE act -1.4 and GalR3 antag -3.7.
For COc1ccc(NP2(=O)NCCCN2)cc1 the results were CRFBP-R2 block 2.2, IDE act 1.4 and GalR3 antag -5.0.
CC1CNCCN1c1ccc(Cl)cc1 (configuration not stated) was read as CRFBP-R2 block -1.0, IDE act -2.6 and GalR3 antag -2.7.
